Assay outcomes: PubChem, National Center for Advancing Translational Sciences (NCATS)
RGS4 inhibitor: Inhibitors of Regulator of G Protein Signaling (RGS) 4: qHTS; Regulator of G-protein signaling 4 (Homo sapiens), P49798; Transcreener GDP fluorescence polarization, RGS4-accelerated GTP hydrolysis; Potency, µM (doses to about 114 µM), without a hit: at the top dose activity change, negative = inhibition, actives largely listed as inhibitors; hit rate 0.039% among 390,000; AID 504845, 2011; further: on the % scale 0 is the no-effect control and ±100 the full control effect; nearly all actives have a fitted effect of over 75% in size; some results filed as inactive show a strong effect at the top dose
Target sequence (P49798 whole entry, looked up): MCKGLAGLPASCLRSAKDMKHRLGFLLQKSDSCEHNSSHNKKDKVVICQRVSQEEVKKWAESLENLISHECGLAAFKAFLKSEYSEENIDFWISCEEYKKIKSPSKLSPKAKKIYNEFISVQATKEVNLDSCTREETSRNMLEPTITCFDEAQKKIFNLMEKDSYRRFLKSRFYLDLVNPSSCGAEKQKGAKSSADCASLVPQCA
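MLSMR compounds (23 nl, pin-transferred) preincubated 10 min at room temperature with a 500nM (2x) first reagent, then RGS4 at 900nM (2x) plus Transcreener GDP mix added; fluorescence polarization (620/688 nm) read before and after 90 min at 30 °C.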
mIDH1 inhibitor: qHTS for Inhibitors of mutant isocitrate dehydrogenase 1 (IDH1): qHTS; IDH1-R132H enzyme, NADPH consumption, diaphorase/resazurin fluorescence; Isocitrate dehydrogenase [NADP] cytoplasmic (Homo sapiens), O75874; Potency, µM (highest dose often 76.6 µM), without a hit: at the highest dose activity change, negative = inhibition, actives largely listed as inhibitors; hit rate 0.093% among 390,000; further: on the % scale 0 is the no-effect control and ±100 the full control effect; nearly all actives have a fitted effect of over 65% in size
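IDH1-R132H (0.5 ug/mL) preincubated 30 min with compound, then NADPH (0.016 mM) and alpha-KG (2 mM) added; 80 min at RT, pH 7.5. Remaining NADPH coupled via diaphorase/resazurin to fluorescence (540/590 nm); concentration-response curves normalized to no-enzyme control.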
USP1-UAF1 inh: Inhibitors of USP1/UAF1: Primary Screen; recombinant USP1/UAF1, Ub-Rhodamine cleavage fluorescence; AID 743255, 2014; Ubiquitin carboxyl-terminal hydrolase 1 (Homo sapiens), O94782; Potency, µM (highest dose often 57.1 µM), inactives show at the top dose activity change, negative = inhibition, usual class: inhibitors; hit rate 0.23% among 390,000; further: on the % scale 0 is the no-effect control and ±100 the full control effect; nearly all actives have a fitted effect of over 60% in size; inactives centre near -12
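Step one: compound is pinned into 1nM USP1/UAF1 in HEPES pH 7.8 buffer with TCEP. Step two: 15 min room-temperature incubation. Step three: Ub-Rho (150nM final) starts cleavage, tracked by fluorescence over six one-minute reads.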
Vif-A3G inh: qHTS for Inhibitors of Vif-A3G Interactions: qHTS; HeLa A3G-eYFP + Vif (tagged APOBEC3G with the HIV-1 protein that degrades it), YFP fluorescence, overnight; AID 602310, 2012; hit rate 0.076% among 410,000; Potency, µM (titrated, usually from 46.1 µM), for inactives: top-dose activity, negative = active, actives largely listed as inhibitors; DNA dC->dU-editing enzyme APOBEC-3G (Homo sapiens), Q9HC16;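 further: on the % scale 0 is the no-effect control and ±100 the full control effect; nearly all actives have a fitted effect of over 60% in size; hits raise eYFP signal because A3G escapes Vif-driven loss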
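Read-out is eYFP fluorescence (Ex 488/Em 500-530) from Vif-expressing HeLa A3G-eYFP cells; more signal means A3G escaped Vif-mediated degradation. Cells plated overnight, compound pinned in, incubated overnight at 37 deg C.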
12-LOX inh: Primary qHTS assay for inhibitors of human arachidonate 12S-lipoxygenase (ALOX12): Round 2; Polyunsaturated fatty acid lipoxygenase ALOX12 (Homo sapiens), P18054; purified 12hLO, xylenol orange hydroperoxide absorbance; Potency, µM (highest dose often 108 µM), for the others: at the top dose activity change, negative = inhibition, hits mostly inhibitors; hit rate 1.1% among 580,000; AID 1671190, 2021; further: on the % scale 0 is the no-effect control and ±100 the full control effect
Target sequence (P18054 whole entry, looked up): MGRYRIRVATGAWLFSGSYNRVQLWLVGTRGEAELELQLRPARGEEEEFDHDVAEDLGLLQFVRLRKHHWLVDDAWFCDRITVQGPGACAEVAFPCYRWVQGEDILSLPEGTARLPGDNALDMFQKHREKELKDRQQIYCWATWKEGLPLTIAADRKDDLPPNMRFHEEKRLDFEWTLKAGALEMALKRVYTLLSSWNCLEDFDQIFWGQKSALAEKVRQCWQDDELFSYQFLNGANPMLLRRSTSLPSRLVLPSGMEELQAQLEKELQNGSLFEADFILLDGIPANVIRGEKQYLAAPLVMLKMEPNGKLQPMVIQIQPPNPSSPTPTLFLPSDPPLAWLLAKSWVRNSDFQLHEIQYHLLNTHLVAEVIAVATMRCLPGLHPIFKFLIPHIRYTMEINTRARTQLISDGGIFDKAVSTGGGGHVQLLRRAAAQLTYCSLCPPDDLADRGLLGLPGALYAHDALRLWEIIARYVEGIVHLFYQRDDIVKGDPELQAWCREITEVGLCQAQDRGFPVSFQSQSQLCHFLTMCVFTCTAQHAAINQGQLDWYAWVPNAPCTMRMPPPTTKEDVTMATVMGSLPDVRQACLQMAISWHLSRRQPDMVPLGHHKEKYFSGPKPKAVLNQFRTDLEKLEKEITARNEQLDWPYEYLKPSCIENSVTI
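Purified human 12hLO (150 nM final) in 25 mM Hepes, 0.01% Triton X-100, pH 7.0 was preincubated 15 min at room temperature with compound. Then 40 uM arachidonic acid was added, 30 min. Hydroperoxide was read by Fe-XO absorbance ratio 573/405 nm.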
TrxR1 substrate: qHTS Assay for Substrates of Mammalian Selenoprotein Thioredoxin Reductase 1 (TrxR1): qHTS; Thioredoxin reductase 1, cytoplasmic (Rattus norvegicus), O89049; Potency, µM (highest dose often 114 µM), for the others: top-dose activity change, negative = substrate turnover; AID 588456, 2011; hit rate 0.01% among 390,000; purified TrxR1 substrate turnover, NADPH consumption readout; further: on the % scale 0 is the no-effect control and ±100 the full control effect; nearly all actives have a fitted effect of over 50% in size
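Rat TrxR1, dispensed at 90 nM, was prereduced with 400 uM NADPH (final) for 5 min at ~22 deg C, then incubated with compound 15 min before 400 uM selenite. A first-read NADPH fluorescence drop versus no-compound background flagged substrates.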
TrxR1 inh: qHTS Assay for Inhibitors of Mammalian Selenoprotein Thioredoxin Reductase 1 (TrxR1): qHTS; recombinant rTrxR1, NADPH fluorescence consumption, selenite substrate; Potency, µM (top dose mostly 114 µM), for inactives: at the top dose activity change, negative = inhibition, usual class: inhibitors; hit rate 1% among 390,000; further: on the % scale 0 is the no-effect control and ±100 the full control effect; nearly all actives have a fitted effect of over 65% in size
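Rat TrxR1 (90 nM in the dispensed reagent) was pre-reduced with 400 uM NADPH for 5 min at room temperature, then incubated with compound for 15 min. After 400 uM selenite was added, NADPH fluorescence (Ex 340/Em 450 nm) was followed for 8 min.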
Vif-A3F inh: qHTS for Inhibitors of Vif-A3F Interactions: qHTS; hit rate 0.2% among 390,000; HeLa A3F-eYFP + Vif (tagged APOBEC3F with the HIV-1 protein that degrades it), YFP fluorescence increase; Potency, µM (series often up to 46.1 µM), inactives show top-dose activity, negative = active; further: % of control where 0% means no effect; nearly all actives have a fitted effect of over 65% in size
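HeLa cells stably expressing Vif plus C-terminally eYFP-tagged A3F were seeded, incubated overnight at 37 deg C, dosed with compound, incubated overnight again at 37 deg C. Yellow fluorescence (Ex 488/Em 500-530) reported blocked Vif-mediated A3F-eYFP degradation.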
RXFP1 agonist: qHTS Assay for Agonists of the Relaxin Receptor RXFP1 | Relaxin receptor 1 (Homo sapiens), Q9HBX9 | HEK293T-RXFP1 cAMP TR-FRET, 30 min; response scale: percent of porcine relaxin response, buffer zero | Potency, µM (highest dose often 57.5 µM), for inactives: top-dose activation, actives largely listed as activators | hit rate 0.3% among 370,000 | AID 2676, 2010; further: on the % scale 0 is the no-effect control and ±100 the full control effect; nearly all actives have a fitted effect of over 60% in size; many of its hits are not listed in these tables
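HEK293T cells stably expressing RXFP1 were pretreated with the PDE4 inhibitor Ro 20174, exposed to compounds for 30 min at 37C, lysed, and cAMP was read by TR-FRET. Data normalized to buffer (basal) and 29 nM porcine relaxin (100%).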
Numbers without * were called inactive; ? = inconclusive; nt = no result given; [ ] = remark or other dose. The call rests on the fitted dose curve; in most records, active means well fitted curve in the direction sought with a large enough effect; inconclusive means small, poorly fitted or top-dose-only effect, or another doubt; inactive means no such curve, though single readings can be large; an effect the other way counts as inactive or inconclusive. Potency means the concentration at half of the fitted maximal effect.

SMILES	RGS4 inhibitor	mIDH1 inhibitor	USP1-UAF1 inh	Vif-A3G inh	12-LOX inh	TrxR1 substrate	TrxR1 inh	Vif-A3F inh	RXFP1 agonist
Cn1c(SCC(=O)c2cc3ccccc3o2)nnc1-c1ccccc1	?	11%	-26%	3%	-27%	1%	?	0%	2.3%
Cc1nn(C)c(Cl)c1NC(=O)OCc1ccccc1	16%	0%	-23%	0%	-8%	3%	12%	-3%	0.9%
Cn1c2ccccc2c2c(C(=O)N3CCN(c4ccccc4)CC3)cn(C3CCCC3)c(=O)c21	10%	3%	-10%	-9%	?	15%	26%	-4%	-1.6%
CN(CCCNC(=O)C1CCCN(S(=O)(=O)c2cnc[nH]2)C1)c1ccccc1 (stereo not given)	-18%	-2%	-14%	0%	-9%	3%	7%	-1%	0.1%
CCCNc1c(NS(=O)(=O)c2cccc(C#N)c2)c(=O)oc2ccccc12	-5%[56.9 µM]	5%	-21%	1%	1%	-4%	2%	-5%	-3.5%
CC(C)C1C(=O)N(Cc2cn(CCC3OCCO3)nn2)CCS(=O)(=O)N1Cc1ccc(-c2ccc(F)cc2)cc1 (stereo not given)	nt	-4%	-23%	-3%	3%	nt	nt	-8%	nt
O=C(COc1ccccc1Cl)Nc1nc(-c2ccc(F)cc2)ns1	21%	-8%	-25%	8%	-16%	0%	15%	0%	8.8%
O=[N+]([O-])c1cccc(-c2nnc(-c3ccc4c(c3)OCO4)o2)c1	-18%	5%	-5%	3%	-20%	5%[57.1 µM]	1%[57.1 µM]	-6%	0.2%
COc1ccc(S(=O)(=O)Nc2cccc3c2O[C@H](CN(C)C(=O)NC(C)C)[C@@H](C)CN([C@H](C)CO)C3=O)cc1	24%	2%[38.3 µM]	0%	0%	-3%	-7%	5%	-1%	nt
COc1ccc(N2CCN(C(=O)Cn3nnc(-c4ccc(OC)c(OC)c4)n3)CC2)cc1	-6%	2%	-10%	-7%	-8%[57.4 µM]	3%[57.1 µM]	1%	0%	0.3%
Cc1cccc(NC(=O)c2sc(C)nc2C)c1	-10%	6%	-4%	0%	0%	12%	19%	0%	-0.3%
O/N=C/c1cccn1-c1ccc(O)cc1	3%	5%	3%	1%	-22%	-1%[57.1 µM]	2%[57.1 µM]	-6%	3.5%
Cc1cnc(C(=O)OCc2ccc(COC(=O)c3cnc(C)cn3)cc2)cn1	7%	-8%	-11%	-1%	2%	-7%	3%	7%	1.9%
CCOc1ccc(NC(=O)CNC(=O)c2ccc(OC)cc2)cc1	1%	11%	-9%	0%	3%	1%	6%	10%	0.3%
Cc1ccc(CNC(=O)CCCn2c(=O)c3ccccc3n(Cc3ccccc3C)c2=O)cc1	-1%	15%	-23%	2%	0%	1%	5%	0%	8.4%
COc1ccc(S(=O)(=O)Nc2ccc(S(=O)(=O)NCC3CCCO3)cc2)cc1 (stereo not given)	-1%	0%	-20%	5%	1%	4%	15%	-22%	-0.9%
Cc1noc(C)c1S(=O)(=O)Nc1ccc(C(=O)N2CCc3ccccc3C2)cc1	-24%	3%	-17%	-1%	?	1%	-1%	15%	0.4%
COc1cc2ccccc2cc1C(=O)Nc1ccc(C)cc1	1%	1%	-21%	-21%	-27%	-3%	19%	-20%	0.0%
COC(=O)c1cc(OC)c(OC)cc1NC(=O)CSc1ccc(C)cc1	-24%	3%	-20%	2%	-22%	10%[57.1 µM]	18%[57.1 µM]	-8%	-3.5%
Cc1ccccc1NS(=O)(=O)c1ccc(C(=O)N2CCN(c3ccccc3O)CC2)cc1	2%	3%	2%	-5%	?	-9%	-9%	6%	0.9%
Cc1ccc(S(=O)(=O)CCC(=O)Nc2cccc(C)c2)cc1	-14%	6%	-17%	0%	-8%	-6%	-10%	-19%	-0.6%
CC1CCCCN1C(=O)CSc1nc2ccccc2n1CC(=O)N1CCc2ccccc21 (stereo not given)	-40%	7%	-10%	3%	21%	-5%	1%	10%	2.4%
CC(C)(C)c1ccc(S(=O)(=O)N2CCN(CC(O)CN3CCOCC3)CC2)cc1 (stereo not given)	-11%	0%	9%	0%	6%	-7%	-10%	-7%	nt
O=C(CCC(=O)N1CCN(C(=O)c2ccco2)CC1)c1ccc(F)cc1	-2%	10%	-1%	-5%	-1%	12%	19%[57.1 µM]	7%	2.5%
Cc1cc(C)c(OCCOCCN2CCNCC2)c(C)c1	8%	8%	-19%	2%	-29%	2%	2%	7%	2.2%
O=Cc1coc2ccc3ccccc3c2c1=O	-10%	-10%	?	-12%	0%	1%[57.1 µM]	16%[57.1 µM]	0%	1.5%
O=C1CCc2cc(S(=O)(=O)N3CCC(C(=O)Nc4nccs4)CC3)ccc2N1	-24%	4%	?	-8%	-24%	5%	24%	-8%	2.6%
C#CCN1C(C)=CC(=O)[C@@H](O)[C@H]1c1ccccc1Br	12%	-2%[38.3 µM]	-26%	-1%	?	-5%	0%	-6%	nt
Cc1ccc(C)c(S(=O)(=O)N2CCCOC2CNC(=O)C(=O)NCCc2ccccc2)c1 (stereo not given)	-23%	3%	-19%	-16%	5%	-2%	12%	5%	3.3%
COC(=O)c1ccc(OC(C)C(=O)c2ccc(C)cc2)cc1 (stereo not given)	10%	4%	-17%	-2%	19%	-16%	-13%	-20%	3.6%
NC(=O)C1CCCNC1 (stereo not given)	8%	-8%	-31%	-2%	15%	10%	-23%	5%	2.1%
NS(=O)(=O)c1ccc(CNC(=O)c2cc(S(=O)(=O)N3CCOCC3)c(Cl)cc2Cl)cc1	-29%	1%	?	2%	-9%	-4%[57.1 µM]	12%[57.1 µM]	1%	-1.3%
CC(C)(C)C1=NN(C(=O)c2ccccc2)C(O)(C(C)(C)C)C1 (stereo not given)	8%	8%	-20%	1%	3%	-1%	2%	-6%	0.3%
CSc1nc(=S)n(-c2cc(C)ccc2C)c(C)c1C(C)=O	14%	5%	1%	2%	nt	-16%	-7%[57.1 µM]	-16%	4.7%
CCOC(=O)c1oc2ccccc2c1CSc1nnnn1-c1ccc(OC)cc1	23%	7%	-19%	1%	2%	2%	14%	-4%	2.5%
O=C(COc1ccccc1[N+](=O)[O-])NCCC1=CCCCC1	26%	2%	-2%	3%	?	-12%	2%	-5%	1.1%
Nn1c(SCC(=O)Nc2ccc(S(N)(=O)=O)cc2)nnc1-c1ccco1	-3%	11%	-12%	0%	12%	-9%	-17%	7%	-0.3%
O=C(COc1ccc(OCc2ccccc2)cc1)NN=C1CCCC1	2%	0%	-16%	2%	9%	-4%[57.1 µM]	17%[57.1 µM]	-10%	3.7%
Clc1ccc(OCCCNCc2ccccc2)c2ccccc12	-1%	4%	-21%	0%	-86%	2%	5%	13%	1.8%
COc1ccc(CNC(=O)CN(C)S(=O)(=O)c2ccc(Br)s2)cc1	-5%	-7%	-11%	-3%	?	-4%[57.1 µM]	-1%[57.1 µM]	?	5.1%

Reprinted from the entries so far (3 entries):
SMILES	RGS4 inhibitor	mIDH1 inhibitor	USP1-UAF1 inh	Vif-A3G inh	12-LOX inh	TrxR1 substrate	TrxR1 inh	Vif-A3F inh	RXFP1 agonist
NS(=O)(=O)c1ccc(CNC(=O)c2cc(S(=O)(=O)N3CCOCC3)c(Cl)cc2Cl)cc1	-29%	1%	?	2%	-9%	-4%[57.1 µM]	12%[57.1 µM]	1%	-1.3%
CC(C)(C)C1=NN(C(=O)c2ccccc2)C(O)(C(C)(C)C)C1 (stereo not given)	8%	8%	-20%	1%	3%	-1%	2%	-6%	0.3%
CSc1nc(=S)n(-c2cc(C)ccc2C)c(C)c1C(C)=O	14%	5%	1%	2%	nt	-16%	-7%[57.1 µM]	-16%	4.7%

Later entries.
SMILES	RGS4 inhibitor	mIDH1 inhibitor	USP1-UAF1 inh	Vif-A3G inh	12-LOX inh	TrxR1 substrate	TrxR1 inh	Vif-A3F inh	RXFP1 agonist
CCCN(CCC)c1cc(Cl)nc(N)n1	37%	-1%	-19%	1%	9%	-3%[57.1 µM]	-3%[57.1 µM]	?	1.9%
Cc1cccc(-n2ncc3c(N4CCCCCC4)ncnc32)c1	1%	6%	-8%	-1%	-23%	-4%[57.1 µM]	11%[57.1 µM]	5%	-0.7%
N/C(=N\OC(=O)CC1CCCCC1)c1ccc(Br)cc1	2%	7%	-17%	-3%	2%	1%	11%	6%	3.1%
COC(=O)CCCC1=CC2=C(c3ccccc3)C(=O)C(C)(OC(=O)C3CCCC3)C(=O)C2=CN1CCc1ccccn1 (stereo not given)	2%	-6%	?	-5%	28%	-8%	-3%[57.1 µM]	1%	0.0%
CCOc1ccccc1NC(=O)c1ccc(OCC)c([N+](=O)[O-])c1	7%	5%	-1%	-1%	-23%	-9%	1%	0%	-1.3%

An excerpt; the hit share may differ from the screen's.
